# HP1b chromo inh: blocks HP1-beta chromodomain binding to methylated histone tails; actives 0.56% (n = 390,000); AlphaScreen HP1-beta / biotin-H3K9me3 peptide binding; Potency, µM (doses to about 114 µM), inactives show at the highest dose activity change, negative = inhibition, hits mostly inhibitors; P83916; further: nearly all actives have a fitted effect of over 70% in size; inactives centre near 23
#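 AlphaScreen: HP1-beta (50 nM) preformed 30 min with biotin-H3(1-18)K9me3 peptide (50 nM) in PBS pH 7.4, 0.01% Tween-20. Compound added for 30 min at RT, then streptavidin donor/nickel chelate acceptor beads (10 ug/mL) for 30 min.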
# BLM helicase inh: blocks DNA unwinding by human BLM helicase; P54132; recombinant BLM DNA unwinding, fluorescence dequenching; Potency, µM (top dose mostly 56.1 µM), inactives show at the top dose activity change, negative = inhibition, usual class: inhibitors; actives 0.2% (n = 350,000); AID 2528;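 further: plate controls were vehicle for no effect and no enzyme for full effect; nearly all actives have a fitted effect of over 35% in size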
# Tb PGK inh: blocks T. brucei phosphoglycerate kinase. P07378. PGK/GAPDH coupled, Kinase-Glo luminescence, 60 min. Potency, µM (highest dose often 57.5 µM), for the others: top-dose activity change, negative = inhibition, hits mostly inhibitors. actives 0.043% (n = 380,000). AID 602233; further: on the % scale 0 is the no-effect control and ±100 the full control effect; nearly all actives have a fitted effect of over 60% in size
#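 Luminescent ATP detection (Kinase-Glo Plus) follows a 60-minute room-temperature incubation, with wells lacking PGK as controls. Buffer: 100 mM TEA (pH 7.6), 5 mM MgCl2, 0.01% Tween-20. Coupling enzyme GAPDH (100 nM final) supplies unstable 1,3-BPG in-well.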
# POLI inh: blocks human DNA polymerase iota activity. Q9UNA4. Pol iota fluorescent replication assay, 10 min. Potency, µM (series often up to 115 µM), inactives show at the highest dose activity, negative = inhibition, usual class: inhibitors. actives 1% (n = 390,000). AID 588590
# Target sequence (Q9UNA4 whole entry, looked up): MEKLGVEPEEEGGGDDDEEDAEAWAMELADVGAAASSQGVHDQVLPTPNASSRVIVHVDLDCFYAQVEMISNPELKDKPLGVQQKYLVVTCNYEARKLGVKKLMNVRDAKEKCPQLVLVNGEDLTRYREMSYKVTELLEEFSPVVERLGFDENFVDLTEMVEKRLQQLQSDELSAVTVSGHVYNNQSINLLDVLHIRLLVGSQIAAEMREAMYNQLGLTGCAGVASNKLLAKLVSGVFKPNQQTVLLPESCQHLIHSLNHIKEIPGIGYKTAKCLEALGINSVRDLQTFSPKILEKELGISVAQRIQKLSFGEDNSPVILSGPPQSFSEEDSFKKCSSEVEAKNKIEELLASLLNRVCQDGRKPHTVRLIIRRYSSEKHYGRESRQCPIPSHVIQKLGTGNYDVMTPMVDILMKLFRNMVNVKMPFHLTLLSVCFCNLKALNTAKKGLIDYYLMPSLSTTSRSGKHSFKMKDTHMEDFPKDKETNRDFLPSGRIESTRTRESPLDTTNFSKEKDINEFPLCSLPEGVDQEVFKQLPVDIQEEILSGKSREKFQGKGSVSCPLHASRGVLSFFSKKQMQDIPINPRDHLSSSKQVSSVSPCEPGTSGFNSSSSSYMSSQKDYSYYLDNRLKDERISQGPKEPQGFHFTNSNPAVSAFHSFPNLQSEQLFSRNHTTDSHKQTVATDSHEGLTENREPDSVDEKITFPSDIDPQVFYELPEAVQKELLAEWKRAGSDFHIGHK
#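 Pol iota at 10 nM preincubated 15 min with compounds at room temperature; reaction started with fluorescent substrate, 50 nM final. Fluorescence read kinetically at 0 and 10 min; buffer-only wells as negative control.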
# G9a inh: blocks human histone lysine methyltransferase G9a. G9a H3K9 monomethylation, AlphaScreen, 2 h. Potency, µM (top dose mostly 102 µM), for the others: at the top dose activity, negative = inhibition, most hits filed as inhibitors. actives 8.8% (n = 350,000). AID 504332; further: on the % scale 0 is the no-effect control and ±100 the full control effect; nearly all actives have a fitted effect of over 75% in size
#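 Readings reflect AlphaScreen signal from monomethyl-H3K9 antibody detection. HMT at 20 nM; substrate b-H3K9 500 nM; cofactor SAM 20 uM; 2 h RT reaction; compounds tested as titrations in qHTS with 15 min preincubation.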
# GLS inh: inhibitors of human glutaminase (GLS); actives 0.21% (n = 410,000); AID 624170; GLS enzymatic activity, qHTS titration; Potency, µM (titrated, usually from 45.5 µM), inactives show at the top dose activity change, negative = inhibition, hits mostly inhibitors; further: on the % scale 0 is the no-effect control and ±100 the full control effect
#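 Coupled fluorescence readout: glutamate oxidase/HRP/Amplex Red detect glutamate formed by hKGA from L-glutamine (1 mM solution added). Buffer 45 mM KH2PO4 pH 8.2, 0.02% Tween-20; reads at t0 and 30 min RT.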
# JMJD2A Tudor inh: JMJD2A Tudor domain (human) inhibition. O75164. AlphaScreen JMJD2A-Tudor / H3K4me3 peptide binding. Potency, µM (doses to about 114 µM), for inactives: top-dose activity change, negative = inhibition, most hits filed as inhibitors. actives 4.4% (n = 390,000). AID 504339; further: on the % scale 0 is the no-effect control and ±100 the full control effect; nearly all actives have a fitted effect of over 50% in size
# Pin1 inhibitor: human Pin1 inhibition; actives 0.009% (n = 390,000); AID 504891; Potency, µM (top dose mostly 115 µM), inactives show top-dose activity, negative = inhibition, actives largely listed as inhibitors; Pin1 FP peptide displacement, HiFluor488, 10 min; active means well fitted inhibition curve with a large enough effect in the polarisation, with a control signal flat, not every such curve was filed as active; inconclusive means small, poorly fitted or top-dose-only effect, or effect the other way, or a change in a side signal; inactive means no such curve, though single readings can be large or run the other way; the % refers to the polarisation; further: on the % scale 0 is the no-effect control and ±100 the full control effect
# Target sequence (Q13526 whole entry, looked up): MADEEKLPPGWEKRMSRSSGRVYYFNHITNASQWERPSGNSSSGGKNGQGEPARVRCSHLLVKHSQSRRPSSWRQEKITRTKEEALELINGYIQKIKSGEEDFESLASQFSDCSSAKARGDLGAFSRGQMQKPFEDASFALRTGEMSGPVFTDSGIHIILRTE
# BAZ2B block: inhibitors of human BAZ2B bromodomain. Q9UIF8. AlphaScreen BAZ2B-H3K14Ac peptide displacement. Potency, µM (highest dose often 114 µM), for the others: top-dose activity change, negative = inhibition, actives largely listed as inhibitors. actives 4.4% (n = 360,000); further: on the % scale 0 is the no-effect control and ±100 the full control effect; nearly all actives have a fitted effect of over 60% in size
#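 In this displacement format the biotinylated H3(5-23) peptide acetylated at Lys14 serves as ligand at 50 nM, with BAZ2B at 50 nM in PBS pH 7.4 containing 0.01% Tween-20. Donor and acceptor beads are 10 ug/mL final.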
# * = called active by the depositor; i = inactive; ? = inconclusive; · = no result given; [ ] = dose if it differs, or a comment. Unless noted, the call rests on the fitted dose curve; in most records, active means well fitted curve in the direction sought with a large enough effect; inconclusive means small, poorly fitted or top-dose-only effect, or another doubt; inactive means no such curve, though single readings can be large; an effect the other way counts as inactive or inconclusive. Potency means the concentration at half of the fitted maximal effect.
[1] Cc1c(NC(=O)CSc2nc3ccccc3n2C)c(=O)n(-c2ccccc2)n1C
[2] O=C(COC(=O)C1CC(=O)N(Cc2ccco2)C1)Nc1ccccc1[N+](=O)[O-] (stereo unspecified)
[3] CCc1ccc(NC(=S)N2CCC(NC(=O)c3ccccc3)CC2)cc1
[4] O=[N+]([O-])c1ccc(N2CCN(C(=S)NCc3ccc(Cl)cc3)CC2)cc1
[5] CC(C)C(=O)NNC(=O)c1c(O)c2ccccc2[nH]c1=O
[6] Cc1cccc(NC(=O)CCn2nc(C)c3c(C)n(-c4ccccc4)nc3c2=O)c1C
[7] CCOC(=O)C1=C(C)N(CCCC(=O)O)C(=O)NC1c1ccccc1OS(=O)(=O)c1ccc(C)cc1 (stereo unspecified)
[8] Cc1ccc(Cn2c(CNS(=O)(=O)c3c(C)cc(C)cc3C)nc3cccnc32)cc1

Compound,1,2,3,4,5,6,7,8
HP1b chromo inh,11%,-9%,58%[activator],37%,42%[activator],7%,29%,21%[57 µM]
BLM helicase inh,0%,·,-2%,-8%,-1%,-10%,0%,-8%
Tb PGK inh,0%,-7%,1%,-1%,-8%,-1%,i,-2%
POLI inh,4%,-5%,56%[activator],-14%,-9%,-7%,11%,-12%
G9a inh,-9%,-43%,-9%,-14%,-28%,-24%[59 µM],7%,?
GLS inh,11%,-2%,-9%,-9%,16%,-15%,12%,-18%
JMJD2A Tudor inh,-8%,-20%,-4%,-27%,-13%,-9%,-20%,-32%
Pin1 inhibitor,0%,?,0%,?,0%,-2%,-11%,?
BAZ2B block,13%,-4%,-19%,?,-22%,-14%,1%,-14%

[9] Cc1cc(NS(=O)(=O)c2ccc(NC(=O)c3ccccc3C)cc2)nc(C)n1
[10] COC(=O)C1CCN(C(=O)CSc2ccccc2)CC1
[11] O=C(NCc1ccco1)c1cccnc1-c1nc2ccccc2s1
[12] O=C(NCCCN1CCCCCC1)c1ccc(N2CCCC2=O)cc1
[13] O=c1c(-c2nc3ccccc3s2)cccn1Cc1ccc(Cl)cc1
[14] CCn1c(SCC(=O)c2ccccc2)nc2ccccc2c1=O
[15] CC(=O)Nc1c(C)nn(-c2ccccc2)c1N1CCC(C(=O)Nc2ccc(Cl)cc2C)CC1
[16] COc1ccc(C(=O)N2CCC(C(=O)N3CCN(c4ccccc4)CC3)CC2)cc1

Compound,9,10,11,12,13,14,15,16
HP1b chromo inh,31%,31%,?,9%,58%,8%,21%[57 µM],22%
BLM helicase inh,0%,3%,-11%,34%[activator],-4%,-8%,-2%,·
Tb PGK inh,6%,-3%,-7%,-4%,6%,i,i,12%
POLI inh,15%,-5%,9%,-2%,7%,72%[activator],-1%,-3%
G9a inh,2%[59 µM],-9%[59 µM],?,22µM*,90%[activator],4%[59 µM],6%[59 µM],·
GLS inh,3%,6%,-2%,-5%,-3%,0%,-5%,-9%
JMJD2A Tudor inh,0%,-16%,79µM*,?,17%,9%,-17%,-6%
Pin1 inhibitor,0%,9%,1%,-2%,0%,8%,5%,0%
BAZ2B block,3%,5%,-34%,-1%,30%[activator],-4%,0%,·

[17] CC(C)Oc1ccc(C(=O)N(Cc2ccc(N(C)C)cc2)C2CCS(=O)(=O)C2)cc1 (stereo unspecified)
[18] Cc1ccc(CS(=O)(=O)c2ncn[nH]2)cc1
[19] CCOC(=O)c1cnc(SC)nc1Oc1cccc(NS(=O)(=O)c2ccc(Cl)cc2)c1
[20] O=C(NCCN1CCOCC1)c1cccc(S(=O)(=O)N2CCCCC2)c1
[21] CC(C)(C)NC(=O)c1cccc(NC(=O)Cc2cccs2)c1
[22] O=c1c2ccccc2ncn1-c1ccc([N+](=O)[O-])cc1Cl
[23] COc1ccc(S(=O)(=O)N2CCCCC2)cc1NC(=O)COC(=O)c1ccco1
[24] CC(CC(=O)NC1CCSC1=O)c1ccccc1 (stereo unspecified)

Compound,17,18,19,20,21,22,23,24
HP1b chromo inh,7%,42%[activator],47%[activator],32%,37%,15%,36%,31%
BLM helicase inh,0%,-1%,-6%,·,3%,-1%,·,0%
Tb PGK inh,0%,-7%,-9%,-13%,-3%,-3%,-9%,2%
POLI inh,-1%,23%,-8%,26%,247%[activator],22%,-2%,65%[activator]
G9a inh,?,-34%,-8%[59 µM],·,?,-4%,·,0%[59 µM]
GLS inh,41%[activator],-3%,0%,4%,11%,-7%,-7%,5%
JMJD2A Tudor inh,-35%,1%,23%,-19%,-11%,-14%,-9%,-1%
Pin1 inhibitor,-3%,-4%,0%,-6%,0%,0%,2%,-8%
BAZ2B block,-34%,-19%,2%,·,-5%,-20%,·,-2%

[25] Cc1cccc(S(=O)(=O)c2cn(Cc3ccc(F)cc3)c3cc(N4CCCCC4)c(F)cc3c2=O)c1
[26] CC(C)c1ccc(/C=N/NC(=O)CC(=O)NCc2ccccc2)cc1
[27] CCOC(=O)C1CCCN(C(=O)c2cc3c(=O)n(C)c4ccccc4c3n2C)C1 (stereo unspecified)
[28] C[C@]1(O)CC(=O)C=C[C@H]1Nc1ccccc1
[29] Cc1cc(=O)n2nc(N3CCC(C(=O)NC4CCCc5ccccc54)CC3)sc2n1 (stereo unspecified)
[30] O=C(c1cccc(F)c1)N1CCc2ccccc2C1
[31] CCOc1ccc(C(C)=O)cc1COC(=O)c1ccccc1C(=O)N(C)Cc1ccccc1
[32] CCNc1nc2cccnc2s1

Compound,25,26,27,28,29,30,31,32
HP1b chromo inh,32%,23%,54%[activator],36%,18%,54%[activator],6%,33%[activator]
BLM helicase inh,-7%,-3%,-9%,·,-2%,-6%,·,-1%
Tb PGK inh,-3%,-1%,-6%,-5%,0%,-7%,11%,-6%
POLI inh,21%,-10%,17%,?,-11%,11%,19%,36%
G9a inh,10%[59 µM],9%,-9%,·,0%[12.7 µM],11%[59 µM],-42%,-1%
GLS inh,2%,1%,-6%,38%[activator],4%,-12%,12%,0%
JMJD2A Tudor inh,0%,-15%,-8%,-18%,-8%,-8%,-21%,13%
Pin1 inhibitor,16%,-7%,1%,5%,6%,0%,0%,1%
BAZ2B block,3%,-15%,11%,·,5%,5%,6%,2%

[33] Cc1ccc(NC(=O)CCS(=O)(=O)c2ccc(Br)cc2)c(C)c1
[34] CCc1ccccc1N1C(=O)c2cccc3c(N4CCOCC4)c([N+](=O)[O-])cc(c23)C1=O
[35] CCn1cc(C(=O)NCCC(C)C)c(=O)c2cc(F)c(N3CCN(C(=O)c4ccco4)CC3)cc21
[36] CCc1cccc(NC(=O)CC2Oc3ccccc3NC2=O)c1 (stereo unspecified)
[37] CCN(CC)C(=O)c1sc2c(c1C)c(=O)n(-c1ccc(C)c(C)c1)c(=O)n2Cc1cc(=O)n2ccccc2n1
[38] Cn1c(C(=O)OCC(=O)NCC2CCCO2)cc2sccc21 (stereo unspecified)
[39] CC(C)CN(C(=O)COC(=O)CNC(=O)c1ccccc1F)C1CCS(=O)(=O)C1 (stereo unspecified)
[40] O=C(N=Nc1c(O)n(Cc2ccccc2)c2ccccc12)c1cc2ccccc2cc1O
[41] COc1ccc(NS(=O)(=O)c2ccc3oc4ccccc4c3c2)cn1
[42] COc1cccc2c1cc1c(=O)n(CC(=O)NCCCN3CCCCC3)nc(C)n12
[43] CCc1ccc2cccc3c2c1N=CN3C

Compound,33,34,35,36,37,38,39,40,41,42,43
HP1b chromo inh,3%,-38%,-3%[57 µM],25%,32%,10%,40%[activator],-2%,-2%,13%[57 µM],-17%
BLM helicase inh,-25%,-3%,-2%,-6%,-3%,1%,0%,-25%,-12%,-8%,·
Tb PGK inh,-3%,i,-6%,·,-7%,-6%,-11%,-7%,-5%,-6%,3%
POLI inh,-17%,-15%,15%,-24%,19%,17%,?,1%,-13%,12%,48%[activator]
G9a inh,4%[59 µM],16µM*,-4%[0.501 µM],2%,0%[59 µM],9%[59 µM],19%,?,-33%[12.7 µM],·,·
GLS inh,-10%,-5%,-8%,-2%,-7%,?,10%,7%,9%,-7%,?
JMJD2A Tudor inh,-9%,?,?,-6%,-4%,-8%,-18%,?,-27%,0%,?
Pin1 inhibitor,2%,-11%,4%,2%,1%,3%,-10%,-3%,-10%,1%,3%
BAZ2B block,-2%,?,?,-10%,2%,-2%,-1%,-35%,-25%,3%,·

# Seven records picked at random from those above, as already listed:
[36] CCc1cccc(NC(=O)CC2Oc3ccccc3NC2=O)c1 (stereo unspecified)
[43] CCc1ccc2cccc3c2c1N=CN3C
[38] Cn1c(C(=O)OCC(=O)NCC2CCCO2)cc2sccc21 (stereo unspecified)
[40] O=C(N=Nc1c(O)n(Cc2ccccc2)c2ccccc12)c1cc2ccccc2cc1O
[33] Cc1ccc(NC(=O)CCS(=O)(=O)c2ccc(Br)cc2)c(C)c1
[34] CCc1ccccc1N1C(=O)c2cccc3c(N4CCOCC4)c([N+](=O)[O-])cc(c23)C1=O
[42] COc1cccc2c1cc1c(=O)n(CC(=O)NCCCN3CCCCC3)nc(C)n12

Compound,36,43,38,40,33,34,42
HP1b chromo inh,25%,-17%,10%,-2%,3%,-38%,13%[57 µM]
BLM helicase inh,-6%,·,1%,-25%,-25%,-3%,-8%
Tb PGK inh,·,3%,-6%,-7%,-3%,i,-6%
POLI inh,-24%,48%[activator],17%,1%,-17%,-15%,12%
G9a inh,2%,·,9%[59 µM],?,4%[59 µM],16µM*,·
GLS inh,-2%,?,?,7%,-10%,-5%,-7%
JMJD2A Tudor inh,-6%,?,-8%,?,-9%,?,0%
Pin1 inhibitor,2%,3%,3%,-3%,2%,-11%,1%
BAZ2B block,-10%,·,-2%,-35%,-2%,?,3%

# High-throughput results as filed in PubChem BioAssay.

# Not all compounds are listed, so the mix of outcomes need not match the whole.
